Compound activity deposited in PubChem by several laboratories.
PPC-1+TRAIL kill – compounds killing PPC-1 cancer cells with TRAIL present (potentiator screen, no TRAIL-free arm); AID 1443; cell killing (% activity), % at 4 µM; PPC-1 cells + TRAIL, ATPLite viability luminescence; 0.41% of 220,000 active;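 active means cell killing above 50% in the first pass at 4 µM, then a duplicate retest at 5 µM averaging 50% or more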;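 further: plate controls were cells with TRAIL plus DMSO for no effect and medium-only wells lacking cells for full effect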
EP2 mod – modulates human prostaglandin E2 receptor EP2 signaling | P43116 | EP2-expressing cells, cAMP HTRF FRET, PGE2 co-stimulation | induction, % at 25 µM | 0.83% of 260,000 active;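 active means compounds whose cAMP rise, as percent of the full-agonist control response, exceeds 60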;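 further: rat C6 glioma line stably carrying human EP2 under a CMV promoter; the protocol text gives 20 µM as final concentration; 100% = response of wells given 1 µM PGE2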
Target sequence (P43116 whole entry, looked up): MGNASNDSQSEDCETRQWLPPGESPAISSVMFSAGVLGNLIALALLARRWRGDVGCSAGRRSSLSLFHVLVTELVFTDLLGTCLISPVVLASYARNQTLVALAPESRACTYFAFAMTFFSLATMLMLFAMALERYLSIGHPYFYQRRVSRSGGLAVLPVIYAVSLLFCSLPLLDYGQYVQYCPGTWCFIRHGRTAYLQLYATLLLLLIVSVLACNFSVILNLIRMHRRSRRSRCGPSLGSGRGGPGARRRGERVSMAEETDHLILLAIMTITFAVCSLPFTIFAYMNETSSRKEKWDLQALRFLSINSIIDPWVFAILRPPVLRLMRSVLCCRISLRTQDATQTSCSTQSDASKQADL
EP2 antag – EP2 receptor (human) inhibition; 0.52% of 260,000 active; AID 1422; P43116; C6 glioma cells expressing human EP2, cAMP TR-FRET; cells stimulated with saturating PGE2; inhibition, % at 25 µM;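 active means percent inhibition above 40 after rounding to a whole number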;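 further: rat C6 glioma host cells with rolipram phosphodiesterase inhibitor present; the protocol text gives 20 µM as final concentration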
* marks the source's active call; other numbers are inactive results; x = no result given; & = joins results of further samples.

SMILES | PPC-1+TRAIL kill | EP2 mod | EP2 antag
Cc1nc2ccc(NC(=O)CN3CC=C(c4ccc(C)o4)CC3)cc2[nH]1 | x | -95.7 | x
Cn1ccnc1C1(O)CC2CCC(C1)N2CC(=O)NCCc1ccccc1 (centres undefined) | x | 37.2 | x
CCn1nc(CC(=O)N2CCN(Cc3ccco3)C[C@@H]2C(C)C)c2ccccc2c1=O | x | -7.2 | x
O=C(CN1C2CCC1CC(O)(c1ccco1)C2)Nc1ccc(F)cc1 (centres undefined) | x | -82.1 | x
Cn1ccnc1C1(O)CC2CCC(C1)N2CC(=O)Nc1ccc2c(c1)CCC2 (centres undefined) | x | -1.9 | x
COc1cccc(CN2CCN(C(=O)Cc3n[nH]c(=O)c4ccccc34)[C@@H](C)C2)c1 | x | 3.9 | x
COc1cccc(CN2CCN(C(=O)Cc3cc(OC)ccc3OC)[C@@H](C)C2)c1 | x | -11.8 | x
COc1cccc(CN2CCN(C(=O)COc3ccccc3)[C@@H](C)C2)c1 | x | -93.1 | x
Cn1ccnc1C1(O)CC2CCC(C1)N2CC(=O)NCc1ccc(F)cc1 (centres undefined) | x | -75.5 | x
CC1CCCCC1NC(=O)CN1C2CCC1CC(O)(c1nccn1C)C2 (centres undefined) | x | 15.1 | x
COc1cccc(CN2CCN(C(=O)Cc3ccccc3F)[C@@H](C)C2)c1 | x | -29.4 | x
O=C(CN1C2CCC1CC(O)(c1ccccn1)C2)NCc1ccco1 (centres undefined) | x | 1.8 | x
Cc1csc(NC(=O)CN2C3CCC2CC(O)(c2nccn2C)C3)n1 (centres undefined) | x | -9.9 | x
CCCNC(=O)N1[C@H]2CC[C@@H]1C(C(=O)OC)=C(c1cc3ccccc3s1)C2 | x | x | 1.3
CC1=C(C/C(C)=C/c2ccccc2)/C(=C/CO)[C@H](O)[C@](C)(O)C12CC2 | x | x | 18.9
COC(=O)C1=C(c2ccccc2)C[C@@H]2CC[C@H]1N2C(=O)N1CCOCC1 | x | x | 9.5
CNCC(=O)c1ccccc1 | x | x | 12.2
O[C@@H]1CCCN2CCc3c([nH]c4ccccc34)[C@H]12 | x | x | 10.2
COc1ccc2c(c1)[C@]13CCCCC1C(C2)N(C)CC3 (some centres undefined) | x | x | 7.2
CCCNC(=O)N1[C@H]2CC[C@@H]1C(C(=O)OC)=C(c1cccc(OC)c1OC)C2 | x | x | 10.8
COC(=O)C1=C(c2cc3ccccc3o2)C[C@@H]2CC[C@H]1N2C(=O)NCCCOC(C)C | x | x | -1.2
Nc1ncnc2c1ccn2[C@@H]1O[C@H](CO)[C@@H](O)[C@H]1O | x | x | 25.6
COC(=O)C1=C(c2cc3ccccc3o2)C[C@@H]2CC[C@H]1N2C(=O)NCc1ccccc1 | x | x | 16.5
CC(=O)O[C@@H]1/C=C/[C@](C)(O)C[C@@H](C)C/C=C/[C@H]2[C@H](O)[C@@](C)(O)[C@@H](C)[C@H]3[C@H](Cc4ccccc4)NC(=O)[C@@]312 | x | x | 17.9
COC(=O)C1=C(c2cc3ccccc3o2)C[C@@H]2CC[C@H]1N2C(=O)NCc1ccco1 | x | x | 9.9

(further entries)
SMILES | PPC-1+TRAIL kill | EP2 mod | EP2 antag
COc1ccc2[nH]cc(C3=CCNCC3)c2c1 | x | x | 9.9
COC(=O)C1=C(c2ccc(S(C)(=O)=O)cc2)C[C@@H]2CC[C@H]1N2C(=O)NCCCOC(C)C | x | x | 5.4
COC(=O)C1=C(c2cccc(OC)c2OC)C[C@@H]2CC[C@H]1N2C(=O)NC1CC1 | x | x | -8.3
COC(=O)C1=C(c2ccccc2)C[C@@H]2CC[C@H]1N2C(=O)N1CCC(O)CC1 | x | x | 8.0
COC(=O)C1=C(c2ccccc2)C[C@@H]2CC[C@H]1N2C(=O)N1CCC(C)CC1 | x | x | 18.4
O=C(O)C(Cl)Cl | x | x | 14.4
CCNc1nc(NC(C)(C)C)nc(SC)n1 | x | x | 7.3
CNCC(O)c1cc(F)c(OCc2ccccc2)c(OCc2ccccc2)c1F (centres undefined) | x | x | 16.1
COc1cc2c(c(OC)c1OC)-c1ccc(C(=O)O)cc1[C@@H](NC(C)=O)CC2 | x | x | 2.3
c1cncc(C2CCCN2)c1 (centres undefined) | x | x | 23.7
COC(=O)C1=C(c2ccc(S(C)(=O)=O)cc2)C[C@@H]2CC[C@H]1N2C(=O)NCc1ccccc1 | x | x | 14.8
N[C@@H](Cn1oc(=O)[nH]c1=O)C(=O)O | x | x | 10.3
CCOc1ccc(NC(=O)c2c(O)[nH]c(=O)[nH]c2=O)cc1 | x | x | 18.4
C/C=C1\CN2[C@H]3C[C@@]45c6ccccc6N(C)[C@H]4[C@@H]2CC1C3[C@H]5O (some centres undefined) | x | x | 12.6
Cc1cc(OCC(=O)Nc2c(C)n(C)n(-c3ccccc3)c2=O)c2c3c(c(=O)oc2c1)CCC3 | 1.8 | x | x
COc1ccccc1CN(CCN(C)C)C(=O)Cc1c(C)[nH]c2c(C)cccc12 | x | -77.7 | 10.4
CCOP(=S)(OCC)SCn1c(=O)oc2cc(Cl)ccc21 | x | -11.1 | 11.5
COc1ccc(C2=NCC(=O)N(CC(=O)N3CCCC3)c3sc(C)c(C)c32)cc1 | x | 15.2 | 8.2
NCCc1cc(O)c(O)cc1O | x | -25.5 | 30.7
CN1CCN(CC(C)(C)CN2C3CCC2CC(O)(c2ccccc2F)C3)CC1 (centres undefined) | x | -21.2 | -0.1
CCCc1nc2ccccc2c(=O)n1-c1ccc(Cl)cc1 | x | 25.1 | 10.5
CCN(CCN(C)C)C(=O)Cc1c(C)nc(-c2ccccc2)nc1OC | x | -59.4 | 4.6
COc1cc(CN2CCN(C(=O)COc3ccc(C)cc3)CC2)cc(OC)c1OC | x | 3.5 | 19.6
CCn1ncc(CN(CCc2ccccc2)Cc2cccs2)c1C | x | 44.3 | 2.1
COC(=O)/C(C)=C\CC12OC(C)(C)C3CC(C=C4C(=O)c5c(OC)c6c(c(CC=C(C)C)c5OC431)OC(C)(CCC=C(C)C)C=C6)C2=O (centres undefined) | x | 50.0 | 16.5

(list continues)
SMILES | PPC-1+TRAIL kill | EP2 mod | EP2 antag
CC(C)=CCCC1(C)C=Cc2c(O)c3c(c(CC=C(C)C)c2O1)OC12C(=CC4CC1C(C)(C)OC2(C/C=C(/C)C(=O)O)C4=O)C3=O (centres undefined) | x | 0.8 | 10.8
COc1ccc2c(c1O)-c1c(OC)c(OC)cc3c1[C@H](C2)N(C)CC3 | x | 17.1 | 11.2
COc1ccc(-n2c(SCCN3CCCCC3)nc3ccccc3c2=O)cc1 | x | -7.8 | 8.1
CSc1ncc(CN2C3CCC2CC(O)(c2nccn2C)C3)cn1 (centres undefined) | x | -11.3 | 4.3
O=C(O)/C=C/c1ccc[c]([Sb](=[O])([OH])[OH])c1 | x | 13.8 | 7.1
Cc1ccc(C2=CCN(CC(=O)Nc3nc4ccccc4s3)CC2)o1 | x | -76.5 | 17.9
O=C(CC[N+](=O)[O-])OC[C@H]1O[C@@H](O)[C@H](OC(=O)CC[N+](=O)[O-])[C@@H](OC(=O)CC[N+](=O)[O-])[C@@H]1OC(=O)CC[N+](=O)[O-] | x | 17.9 | 15.6
C#CCOc1ccc(CN2C3CCC2CC(O)(c2ccc(OC)cc2)C3)cc1 (centres undefined) | x | -44.2 | 5.6
CCCc1ncc(CN2C3CCC2CC(O)(c2ccccc2OC)C3)cn1 (centres undefined) | x | -27.0 | 5.7
CC(C)c1cc2c(c(O)c1O)[C@@]1(C(=O)O)CCCC(C)(C)C1CC2 (some centres undefined) | x | -1.4 | 10.3
CC1=C(C(=O)OC(C)C)C2(C(=O)Nc3ccc(Cl)cc32)C(C#N)=C(N)O1 (centres undefined) | x | -26.7 | 6.3
COc1cc(CN2C3CCC2CC(O)(c2nccn2C)C3)ccc1OC(C)C (centres undefined) | x | -29.4 | 8.9
COc1cccc(C2C(C#N)=C(N)Oc3n[nH]c(-c4ccc5ccccc5c4)c32)c1OC (centres undefined) | x | 46.4 | 12.1
CCc1cccc2c(CC(=O)N(C)CCN(C)C)c(C)[nH]c12 | x | -3.1 | 3.4
O=C(CN1C(=O)CN=C(c2ccccc2)c2c1sc1c2CCCC1)N1CCOCC1 | x | 20.0 | 12.1
O=C(Cn1c(NCCCl)nc2ccccc21)c1ccc(Cl)cc1 | x | 16.4 | 14.8
CS(=O)(=O)c1ccc(C2=C(c3ccccc3)C(=O)OC2)cc1 | x | 13.0 | 14.3&7.5
CO[C@H]1[C@H](O)[C@@H](O[C@@H]2[C@@H](Oc3cccc4c(O)c5c(=O)oc6ccc(C)c7c(=O)oc(c34)c5c67)O[C@@H](C)[C@H](O)[C@H]2O)O[C@@H](C)[C@@H]1O | x | 8.0 | 44.1*
C=C1C([C@]2(C)C(CC(=O)OC)[C@@](C)(COC(C)=O)OC(=O)C[C@@H]2OC(C)=O)[C@@H](OC=O)[C@H](OC(=O)C(OC(C)=O)C(C)CC)[C@@]2(C)[C@H](c3ccoc3)CC(=O)C12O (some centres undefined) | x | 8.0 | 6.2
Cc1c([C@@H](C)[C@H]2NC[C@H](C)C[C@@H]2O)ccc2c1C[C@@H]1[C@@H]2CC=C2C[C@@H](O)CC[C@@]21C | x | 8.2 | 43.0*
CC(C)c1ccc(C(c2c(O)c3ccccc3oc2=O)c2c(O)c3ccccc3oc2=O)cc1 | x | -11.1 | 69.7*
CC(C)c1ccc(C(O)(C(=O)O)c2ccc(C(C)C)cc2)cc1 | x | -1.8 | 10.4
CCC(=O)O[C@H]1CCC2C3CCC4=CC(=O)CC[C@]4(C)C3CC[C@@]21C (some centres undefined) | x | 76.9* | 9.9
COc1ccc(-c2nc(C)sc2CC(=O)N(CCN(C)C)C2CCCCC2)cc1 | x | -34.2 | 3.5
CC(=O)O[C@H]1C[C@H](O[C@H]2[C@@H](O)C[C@H](O[C@H]3[C@@H](O)C[C@H](O[C@H]4CC[C@@]5(C)C(CCC6C5C[C@@H](O)[C@]5(C)[C@@H](C7=CC(=O)OC7)CC[C@]65O)C4)O[C@@H]3C)O[C@@H]2C)O[C@H](C)[C@H]1O[C@@H]1O[C@H](CO)[C@@H](O)[C@H](O)[C@H]1O (some centres undefined) | x | -5.0 | 11.4
Cc1ccc2scc(CC(=O)N(C)CCN(C)C)c2c1 | x | -71.2 | 5.3
COC(=O)c1cn(Cc2ccc(C#N)cc2)c2ccccc12 | x | 49.1 | 12.3
CC(=O)OCC1=C(C(=O)O)N2C(=O)[C@@H](NC(=O)CCCC(N)C(=O)O)C2SC1 (some centres undefined) | x | 33.2 | 3.9
Cc1nc(-c2ccccc2)c(CC(=O)N(C)CCN(C)C)s1 | x | -20.3 | 8.9
Cc1ccc2[nH]c(C)c(CC(=O)N(C)CCN(C)C)c2c1 | x | -12.6 | 9.4

Part of the list above in another layout:
Each structure is followed by: PPC-1+TRAIL kill | EP2 mod | EP2 antag
O=C(CN1C(=O)CN=C(c2ccccc2)c2c1sc1c2CCCC1)N1CCOCC1
→ x | 20.0 | 12.1
O=C(Cn1c(NCCCl)nc2ccccc21)c1ccc(Cl)cc1
→ x | 16.4 | 14.8
CS(=O)(=O)c1ccc(C2=C(c3ccccc3)C(=O)OC2)cc1
→ x | 13.0 | 14.3&7.5
CO[C@H]1[C@H](O)[C@@H](O[C@@H]2[C@@H](Oc3cccc4c(O)c5c(=O)oc6ccc(C)c7c(=O)oc(c34)c5c67)O[C@@H](C)[C@H](O)[C@H]2O)O[C@@H](C)[C@@H]1O
→ x | 8.0 | 44.1*
C=C1C([C@]2(C)C(CC(=O)OC)[C@@](C)(COC(C)=O)OC(=O)C[C@@H]2OC(C)=O)[C@@H](OC=O)[C@H](OC(=O)C(OC(C)=O)C(C)CC)[C@@]2(C)[C@H](c3ccoc3)CC(=O)C12O (some centres undefined)
→ x | 8.0 | 6.2
Cc1c([C@@H](C)[C@H]2NC[C@H](C)C[C@@H]2O)ccc2c1C[C@@H]1[C@@H]2CC=C2C[C@@H](O)CC[C@@]21C
→ x | 8.2 | 43.0*
CC(C)c1ccc(C(c2c(O)c3ccccc3oc2=O)c2c(O)c3ccccc3oc2=O)cc1
→ x | -11.1 | 69.7*

Not all compounds are listed. The share of hits here may be higher or lower than overall.
